# EWS-Fli inh – blocks EWS/Fli oncoprotein-driven transcription; AID 651661; 350,000 tested, 0.67% active; inhibition, % at 12.6 µM; A673 NR0B1-luciferase reporter, viability-normalised;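 active means mean inhibition of at least 50% after viability correction, with every replicate also passing that limit; inconclusive means mean reaches 50% but only one of two replicates passes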;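 further: firefly luciferase signal divided by Alamar Blue viability fluorescence both relative to DMSO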
# Casp6 inh – caspase-6 (human) enzyme inhibition | P55212 | purified caspase-6, Z-VEID-R110 cleavage fluorescence | 350,000 tested, 0.53% active | inhibition, % at 12.5 µM;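 active means mean inhibition across replicates at least about 35%, with every replicate also reaching that limit, limit read from the data; inconclusive means only one of the two criteria met; inactive means neither criterion met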;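 further: 0% = median of neutral control wells and 100% = no fluorescence left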
# Target sequence (P55212 24-179 limits assumed): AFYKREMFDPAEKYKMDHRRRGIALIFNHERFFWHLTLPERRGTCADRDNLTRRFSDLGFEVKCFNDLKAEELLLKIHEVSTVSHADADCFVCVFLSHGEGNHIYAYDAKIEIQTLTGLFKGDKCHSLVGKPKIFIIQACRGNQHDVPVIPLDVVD
# Target sequence (P55212 194-293 limits assumed): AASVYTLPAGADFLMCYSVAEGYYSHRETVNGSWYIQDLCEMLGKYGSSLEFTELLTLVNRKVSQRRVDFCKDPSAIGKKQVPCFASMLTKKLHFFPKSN
# DENV2 CPE rescue – inhibitors of DENV2 cytopathic effect. 350,000 tested, 1.7% active. CPE inhibition, % at 9.99 µM. DENV2-infected cells, cytopathic effect rescue, plate reader; in the data active means CPE inhibition above about 20%, passing the limit was not always enough; inconclusive means no clear call, values can overlap the other calls; tested in BHK-21 cells;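 further: 0% = median of neutral control wells and 100% = median of positive control wells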
# ARNT-TACC3 inh – ARNT/TACC3 interaction disruption; 390,000 tested, 0.66% active; AlphaScreen His-ARNT PAS-B/GST-TACC3 binding, luminescence; TACC3 fragment carries E629A point mutation; AID 623870; Q9Y6A5; inhibition, % at 9.99 µM;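 active means mean inhibition of replicates at least 50% and at least half of replicates each reaching 50%; inconclusive means half or more replicates reach 50% but mean below 50%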;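 further: 0% = complete ARNT plus TACC3 wells and 100% = ARNT alone without TACC3; many hits fall short of the cut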
# LGR2 antag – blocks bursicon-induced cAMP signaling via Drosophila LGR2; inhibition, % at 9.99 µM; AID 720647; 380,000 tested, 0.35% active; HEK293 LGR2, CRE-luciferase, bursicon-stimulated, 4 h;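 active means drop in luminescence signal, shown as inhibition above about 50% in the replicate tests, limit read from the data, passing the limit was not always enough; inconclusive means probably only some replicates passing the limit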;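 further: agonist challenge used bursicon conditioned medium at about half maximal strength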
# SIRT5 block – blocks human SIRT5 desuccinylation of peptide; Q9NXA8; Purified SirT5, succinyl-peptide AMC, trypsin-coupled fluorescence; inhibition, % at 15 µM; 330,000 tested, 1.1% active; AID 652115; in the data active means inhibition above about 15%; inconclusive means no clear call, values can overlap the other calls
# Target sequence (Q9NXA8 whole entry, looked up): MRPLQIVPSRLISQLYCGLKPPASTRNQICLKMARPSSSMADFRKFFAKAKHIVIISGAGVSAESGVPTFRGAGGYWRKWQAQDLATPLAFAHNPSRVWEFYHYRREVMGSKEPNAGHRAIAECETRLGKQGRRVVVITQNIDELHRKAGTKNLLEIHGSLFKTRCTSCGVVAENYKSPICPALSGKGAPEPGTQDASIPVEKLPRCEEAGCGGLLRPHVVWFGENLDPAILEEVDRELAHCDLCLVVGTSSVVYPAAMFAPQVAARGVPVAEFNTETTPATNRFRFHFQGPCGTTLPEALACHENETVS
# PAX8 reporter – lowers PAX8-driven luciferase in RMG-I cells; RMG-I TPO-luciferase reporter, SteadyGlo, 24 h; inhibition, % at 12.6 µM; 360,000 tested, 1.2% active;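 active means mean replicate inhibition at least 60% with every replicate also reaching 60%; inconclusive means only one of the two criteria is met; inactive means mean below 60% and not all replicates reaching 60%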;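 further: luciferase light reporting Pax8 driven TPO promoter activity; plate controls were median of neutral control wells for no effect and mitoxantrone controls for full effect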
# Numbers without * were called inactive; ? = inconclusive; / = no result given; & = joins results of further samples. Hits appear at their usual frequency; 4.9% or so of the library scored in one or more.
no.	mol	EWS-Fli inh	Casp6 inh	DENV2 CPE rescue	ARNT-TACC3 inh	LGR2 antag	SIRT5 block	PAX8 reporter
1	COc1cccc(CNC(=O)C[C@@H]2CC[C@H]3[C@H](COc4ccc(NS(=O)(=O)c5ccccc5F)cc4C(=O)N3C)O2)c1	3	/	/	/	0	-1	11
2	O=C(c1cnccn1)N1CC(=O)N2[C@H](CO)[C@@H](c3ccc(C#CC4CCCCC4)cc3)[C@H]2C1	0	0	-5	/	-13	1	4
3	O=C(CCN1CCOCC1)c1ccccc1	7	0	7	0	-6	-1	/
4	O=C(NNc1cc(N2CCOCC2)nc(N2CCOCC2)n1)c1ccc(Cl)c(Cl)c1	/	6	-2	-1	-12	/	10
5	C#Cc1ccc(CN2CCN(CCCc3ccccc3)C(CCO)C2)cc1 (centres undefined)	17	0	4	-9	8	-4	-15
6	CO[C@H]1CN(C)C(=O)c2cc(NC(=O)Nc3ccc(Cl)cc3)ccc2OC[C@H](C)N(C)C[C@@H]1C	13	-12	50*	-5	32	-3	19
7	COc1ccc(CCNC(=O)CSc2ccc(-c3cccs3)nn2)cc1OC	-1	/	-9	1	7	-2	9
8	CC1C(C)N(C(=O)CCl)c2ccccc2N1C(=O)CCl (centres undefined)	10	-1	?	-3	-4	-2	43
9	COc1ccc2c3c([nH]c2c1)[C@H](CO)N(C(=O)Nc1ccc(F)cc1)CC31CCN(C(=O)Cc2ccccc2)CC1	11	2	-7	/	5	9	/
10	CCOc1ccc(CCNC(=O)CCNS(=O)(=O)c2ccc(Br)cc2)cc1OCC	-3	1	5	-3	-8	-6	6
11	CCc1cc(C(=O)N2CCCC(N3CCN(c4cccc(C(F)(F)F)c4)CC3)C2)n(C)n1 (centres undefined)	12	-1	3	-5	8	-5	5
12	COCCNC(=O)CN1CCN(Cc2cccc(Cl)c2)C1=O	1	-2	-13	4	-9	0	-4
13	CCCN1[C@H](C(=O)NCCCN(C)C)[C@@H](CO)[C@@H]2Cn3c(ccc(C4=CCCC4)c3=O)[C@@H]21	5	2	0	-1	13	-1	/
14	C[C@H](CO)N1C[C@H](C)[C@H](CN(C)C(=O)CC2CC2)Oc2ncc(C#CC3CC3)cc2C1=O	-13	-3	-14	1	-15	4	/
15	Cc1c(NC(=O)c2ccc(CC(C)C)o2)c(=O)n(-c2ccccc2)n1C	3	1	3	1	11	1	-24
16	CCCCCCSc1ccc([C@@H]2[C@H]3C(=O)N(CC)C(=O)[C@H]3[C@]3(C(=O)OC)CCCCN23)cc1OC	4	0	?	6	/	8	12
17	COc1ccc(S(=O)(=O)N(C)C[C@@H]2OCCCC[C@H](C)Oc3ccc(NS(=O)(=O)c4ccccc4)cc3C(=O)N([C@@H](C)CO)C[C@@H]2C)cc1	6	1	6	8	3	6	60
18	C[C@@H]1CCCCO[C@@H](CN(C)C(=O)c2ccccc2)[C@@H](C)CN([C@H](C)CO)C(=O)c2cc(NS(=O)(=O)c3cn(C)cn3)ccc2O1	1	-1	0	0	6	-1	-13
19	Cc1ccccc1C(=O)N[C@H](C(=O)N1CCC[C@H]1C(=O)NCCc1ccccc1Cl)c1ccccc1	2	0	-9	/	14	-3	6
20	CC(=O)Nc1ccccc1C(=O)C(=O)Nc1ccc(C)c(F)c1	-111	-1	-13	-5	-25	/	69*
21	COc1ccc(OC)c(S(=O)(=O)NCc2cn3cccc(C)c3n2)c1	/	0	/	-3	10	/	/
22	Cc1nn2c(N)c(-c3ccccc3)cnc2c1-c1ccc(Cl)cc1	-112	0	1	-7	-106	-3	-168
23	COc1ccc2c3c([nH]c2c1)[C@H](CO)N(Cc1cc(F)ccc1F)CC31CCN(C(=O)CN(C)C)CC1	-7	/	2	/	-3	-3	-2
24	O=C(Nc1ccc(Cl)cn1)C1C(c2ccccc2)C1(Cl)Cl (centres undefined)	-3	3	9	-1	15	2	7
25	O=C(NC(=S)NCCc1ccccc1)c1ccccc1F	-20	-2	-1	/	-47	-2	-31
26	Cn1nc(-c2ccccc2)cc1NC(=O)c1ccccc1	-8	0	6	-1	-22	-4	-38
27	C[C@@H]1CN([C@@H](C)CO)C(=O)c2cc(NS(=O)(=O)c3cn(C)cn3)ccc2O[C@@H](C)CCCCO[C@H]1CN(C)C(=O)CCCN(C)C	-2	1	14	-21	-4	-5	12
28	Cc1ccc(S(=O)(=O)Nc2cccc(-c3ccc4nncn4n3)c2)cc1	57*	2	-1	0	3	-1	27
29	Cc1cccc(NC(=O)CN(C)S(=O)(=O)c2cnc[nH]2)c1C	1	2	?	/	-20	1	-9
30	Cn1c(=O)n(C)c2cc(NC(=O)COc3ccccc3)ccc21	0	0	0	0	-1	0	-3
31	Cc1ccc(NC2CCCN(C(=O)c3ccoc3)C2)cc1C (centres undefined)	-11	1	0	0	-3	0	-16
32	C/C=C/COC(=O)c1[nH]c2c(c1C)C(=O)CC(c1ccco1)C2 (centres undefined)	44	17	9	-1	-13	/	44
33	O=C1c2cc(N3CCCC3)c([N+](=O)[O-])cc2C(=O)N1c1ccccc1	8	2	-2	-6	-13	13	5
34	CCOC(=O)C1CCN(C(=O)CNC(=O)Cn2c(C)cc3ccccc3c2=O)CC1	3	-3	1	/	-13	3	8
35	CCCN1CCN(C(=O)c2ccc(CS(=O)c3ccc(Cl)cc3)o2)CC1 (centres undefined)	/	-6	-2	-2	9	0	-22
36	Nc1ccc(Nc2nc(-c3cccs3)cs2)cc1	-33	0	5	7	/	-2	-117
37	O=C(c1ccc(F)cc1)C1CCN(C(=O)c2ccc(Cl)cc2)CC1	1	-1	-2	1	2	3	19
38	C[C@H](CO)N1C[C@H](C)[C@@H](CN(C)CC2CC2)Oc2ccc(NS(=O)(=O)c3ccccc3)cc2C1=O	1	3	?	9	-1	0	-4
39	COc1ccccc1N(CC(=O)Nc1ccccc1C(=O)N1CCCC1)S(C)(=O)=O	2	2	1	-3	6	-4	-12
40	C[C@H]1CN([C@@H](C)CO)C(=O)Cc2cc(NC(=O)Cn3cnnn3)ccc2O[C@@H]1CN(C)Cc1ccc(C(=O)Nc2ccccc2N)cc1	-12	0	-5	/	-17	/	-31
41	CCCc1ccc2oc(C(=O)NCCc3cnn(C)c3)c(C)c2c1	/	1	-5	-2	-38	-2	-265
42	CCC1CCCCN1C(=S)NC(=O)c1cc(S(=O)(=O)N2CCOCC2)ccc1C (centres undefined)	8	-2	-2	-6	-7	-1	12
43	C=CCNC(=O)COC(=O)c1ccccc1C(=O)N(C)C1CCCCC1	-9	-1	-3	-5	9	1	-3
44	COCC(=O)N1C[C@@H](C)[C@@H](OC)CN(C)C(=O)c2ccc(NC(=O)c3ccccc3)cc2OC[C@@H]1C	-9	0	1	-3	11	2	/
45	CCC(CC)C(=O)Nc1cccc(C(=O)NC(C)(C)C)c1	3	0	-3	-1	-1	/	0
46	COc1ccc(N(CN2C(=O)C3CCCCC3C2=O)C(=O)c2ccco2)cc1 (centres undefined)	-1	-2	-4	/	1	-5	-4
47	CC1(C(=O)NS(=O)(=O)c2ccc(Cl)cc2)CCN1C(=O)CC1CC1 (centres undefined)	-6	-3	-5	/	14	/	-9
48	CCS(=O)(=O)c1nc(S(=O)(=O)c2ccc(C)cc2)c(N2CC(C)OC(C)C2)s1 (centres undefined)	11	/	0	1	20	-3	17
49	Cc1nn(Cc2ccc(Cl)cc2)c(C)c1NC(=O)c1noc2c1CCCCC2	4	4	-6	0	/	2	/
50	Cc1ccccc1Cn1c(C)c(C(=O)NCCC#N)sc1=O	-3	-3	-4	/	-6	/	-2

# Remaining list, next part
no.	mol	EWS-Fli inh	Casp6 inh	DENV2 CPE rescue	ARNT-TACC3 inh	LGR2 antag	SIRT5 block	PAX8 reporter
51	O=C(CN1C(=O)NC2(CCCCCCC2)C1=O)N1CCOCC1	1	0	8	7	/	1	/
52	O=C(Oc1ccccc1)c1cccc2cccc(C(=O)Oc3ccccc3)c12	4	0	8	/	2	-1	22
53	COCC(=O)N1C[C@H](C)[C@@H](OC)CN(C)C(=O)c2ccc(NC(=O)c3cc(C)on3)cc2OC[C@@H]1C	/	2	3	/	2	0	-6
54	CN(C)S(=O)(=O)c1ccccc1N=C=S	2	-2	5	-11	-10	0	12
55	O=C(Nc1ccncc1)c1ccccc1Cl	-26	-2	16	-3	9	-3	-23
56	CN(C1CCCCC1)S(=O)(=O)CCNC(=O)c1ccccc1	-9	-1	-5	-6	1	-2	-10
57	NCCCC[C@H]1CNC(=S)N1CCCCC1CCCCC1	8	-246	-1	3	-16	/	-19
58	C[C@H]1CCCCO[C@H](CN(C)C(=O)c2ccccc2)[C@@H](C)CN([C@@H](C)CO)C(=O)c2cc(NC(=O)Cc3ccccc3)ccc2O1	-7	-4	-1	-14	2	0	0
59	COCCn1c(-c2ccc(Cl)cc2Cl)nc2c(c(=O)c3ccccc3n2C)c1=O	1	-2	-2	-7	20	-2	16
60	COc1cccc(NC(=O)N(C)C[C@@H]2Oc3cc(Br)ccc3S(=O)(=O)N([C@@H](C)CO)C[C@H]2C)c1	4&-2	2&1	-8&-6	-4	-13&0	0	1
61	COc1ccc2c3c(n(C)c2c1)[C@@H](CO)N(Cc1cccnc1)CC31CCN(C(=O)c2cccnc2)CC1	-10	-4	2	/	-9	1	/
62	C[C@@H]1CCCCO[C@@H](CN(C)C(=O)CCCN(C)C)[C@H](C)CN([C@@H](C)CO)C(=O)c2cc(NC(=O)Nc3ccc4c(c3)OCO4)ccc2O1	-6	/	-5	8	-1	/	-18
63	O=C1Nc2ccccc2N=C(c2ccccc2)C1Br (centres undefined)	4	1	-3	9	-8	-2	0
64	Cn1c(=O)c2c(nc(SCCCC#N)n2Cc2c(F)cccc2Cl)n(C)c1=O	-5	1	-3	4	16	/	6
65	O=S(=O)(NC1=NCCC1)c1ccc(F)cc1F	5	0	0	-4	-6	-2	-9
66	CCCNC(=O)c1cc(C2CCCCN2C(=O)c2ccc3ccccc3c2)on1 (centres undefined)	-2	0	-7	/	-10	0	15
67	C[C@@H]1CN([C@@H](C)CO)C(=O)c2cc(/C=C/c3ccccc3)cnc2O[C@H]1CN(C)S(=O)(=O)c1ccc(F)cc1	9	-3	-10	0	22	4	10
68	COC(=O)Cn1c(C(O)c2ccccc2)nc2ccccc21 (centres undefined)	-2	5	1	-11	-5	-6	-2
69	COc1ccc(-n2ncc3c(=O)n(CC(=O)Nc4ccc(S(=O)(=O)N5CCOCC5)cc4)cnc32)cc1	2	-2	/	-6	-12	-4	29
70	O=C(NCc1ccco1)c1cc(-c2ccccc2)nn1CC1CC(c2cccnc2)=NO1 (centres undefined)	-2	/	/	-3	-9	/	2
71	C[C@H]1CN([C@@H](C)CO)C(=O)Cc2cc(NS(=O)(=O)c3cccs3)ccc2O[C@@H]1CN(C)C	2	-1	-11	-5	-4	0	-7
72	O=C(c1ccccc1)c1ccc(OC(=O)C2CCCCC2)cc1	3	8	2	-6	-13	4	2
73	COC(=O)C(CC(C)C)N(Cc1cc(OC)cc(OC)c1)S(=O)(=O)c1ccccc1Br (centres undefined)	2	/	?	5	8	0	3
74	C[C@H]1CN([C@@H](C)CO)C(=O)c2c(c3ccccc3n2C)-c2ccccc2CO[C@H]1CN(C)C	-124	-1	0	10	-5	2	-25
75	CC(C)(C)[C@H]1CCC(=O)N([C@H](CSc2ccc(Br)cc2)Cc2ccccc2)CC1	19	-2	-14	1	/	1	-6

# A different layout for some results above.
[51] O=C(CN1C(=O)NC2(CCCCCCC2)C1=O)N1CCOCC1
[52] O=C(Oc1ccccc1)c1cccc2cccc(C(=O)Oc3ccccc3)c12
[64] Cn1c(=O)c2c(nc(SCCCC#N)n2Cc2c(F)cccc2Cl)n(C)c1=O
[63] O=C1Nc2ccccc2N=C(c2ccccc2)C1Br (centres undefined)
entry no.,51,52,64,63
EWS-Fli inh,1,4,-5,4
Casp6 inh,0,0,1,1
DENV2 CPE rescue,8,8,-3,-3
ARNT-TACC3 inh,7,/,4,9
LGR2 antag,/,2,16,-8
SIRT5 block,1,-1,/,-2
PAX8 reporter,/,22,6,0

# Screens (PubChem BioAssay)
